# Screens deposited in PubChem by several laboratories.
# HTR1A agonist – activates the human 5-HT1a serotonin receptor. AID 567. activation, % at 10 µM. CHO 5-HT1a Ga15 NFAT-bla reporter, FRET ratio; 0% basal, 100% maximal reference agonist. 0.56% of 65,000 active. P08908;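 active = activation above the screen-wide mean activation plus 3 SD, cut at about 19% in these data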;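 note: 0% = DMSO wells and 100% = 5-CT at EC100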
# MMP13 inh – inhibitors of human MMP13; P45452; MMP-13 fTHP FRET cleavage, Mca fluorescence; inhibition, % at 4 µM; 0.07% of 65,000 active; AID 570;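 active = inhibition above the mean of compound-free control plate wells plus 3 SD, cut at about 14% in these data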;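 note: 0% = DMSO wells and 100% = wells with reference MMP-13 inhibitor after basal subtraction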
# 5-HT1A blocker – 5-HT1a (human) receptor antagonism; CHO 5-HT1a Ga15 NFAT-bla reporter, antagonist mode; inhibition, % at 10 µM; 0.68% of 62,000 active;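 active = inhibition above the mean of all tested compounds plus 3 SD, cut at about 43% in these data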;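 note: receptor stimulated by 5-CT agonist at 100 nM near EC80; beta-lactamase reporter measured by ratiometric fluorescence of a cleavable substrate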
# NADH coupling – blocks coupling enzymes of NAD/NADH assays; coupled PK/LDH NADH assays, four targets; 0.02% of 65,000 active; IC50, µM (top dose mostly 10 µM), for inactives: at the top dose inhibition; AID 774;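 active = single-dose screening hits from any of four coupled enzyme assays that gave an IC50 when retested across doses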;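 note: the DPM-DC format reads NADH fluorescence rather than 340 nm absorbance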
# SF1 activator – activates the human nuclear receptor SF-1; CHO-K1 Gal4-SF-1 LBD luciferase reporter; % increase over DMSO SF-1-specific signal; activation, % at 10 µM; 1.9% of 65,000 active; Q13285; AID 522;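 active = activation above the mean activation of all tested compounds plus 3 SD, cut at about 50% in these data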
#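 material = CHO-K1 cells with Gal4–hSF-1 LBD chimera plus Gal4-driven luciferase | compound = 10 µM single point, 1% DMSO | incubation = 20 h compound exposure at 37 °C after 1 h cell settling | measured by = SteadyLite luciferase luminescence | evaluation = percent activation relative to DMSO median and mock-transfected background | control set = DMSO negative control and −SF1 background wells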
# Abs 340nm – absorbance at 340 nm; compound absorbance at 340 nm, fold over control; fold change at 10 µM; 65,000 tested, under 10 active;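 active = at 10 µM dose, initial 340 nm absorbance at least 2 fold that of control wells; inactive = change under 2 fold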;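 note: initial absorbance extrapolated from kinetic A340 decline of NADH oxidation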
# RORA act – RORA (human) activation. activation, % at 10 µM. CHO-K1 Gal4-RORA LBD luciferase reporter, luminescence; percent increase over mock-subtracted basal signal. 1.5% of 65,000 active. P35398;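 active = activation above the mean of all tested compounds plus 3 SD, cut at about 49% in these data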;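 note: 0% = DMSO-treated RORA cells and 100% = added signal equal to DMSO minus mock-transfected cells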
# Target sequence (P35398 whole entry, looked up, the tested form may be a part): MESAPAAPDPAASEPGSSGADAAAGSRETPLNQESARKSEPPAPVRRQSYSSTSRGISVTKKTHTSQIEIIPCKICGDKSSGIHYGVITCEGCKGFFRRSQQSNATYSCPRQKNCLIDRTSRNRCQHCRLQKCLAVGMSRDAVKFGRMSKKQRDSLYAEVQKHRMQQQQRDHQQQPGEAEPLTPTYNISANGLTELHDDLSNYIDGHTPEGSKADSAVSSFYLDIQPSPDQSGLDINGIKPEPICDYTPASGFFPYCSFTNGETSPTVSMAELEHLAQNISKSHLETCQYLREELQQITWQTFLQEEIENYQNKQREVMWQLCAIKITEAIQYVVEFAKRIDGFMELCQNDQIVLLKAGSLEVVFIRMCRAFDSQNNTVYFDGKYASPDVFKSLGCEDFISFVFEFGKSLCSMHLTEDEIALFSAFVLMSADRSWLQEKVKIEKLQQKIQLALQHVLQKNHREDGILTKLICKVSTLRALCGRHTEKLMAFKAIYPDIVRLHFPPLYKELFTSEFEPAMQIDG
# Fluor 339 460 – intrinsic fluorescence of library compounds, ex339/em460 – biochemical, MLSMR library, data from DPM-DC assay, artefact control, profiling panel; compound autofluorescence, ex339/em460 nm, NADH buffer; hits give high values; 1 = no-compound wells, NADH background; fluorescence fold increase at 10 µM; 5.5% of 65,000 active;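 active = at 10 µM, mean starting fluorescence two-fold or more over control wells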;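 note: signal is the first read of a kinetic run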
# TNAP act DEA – activates human TNAP at intermediate phosphate acceptor concentration; P05186; purified TNAP, CDP-star luminescence, 100 mM DEA, 30 min; hits give high values; scale: 0 levamisole-inhibited, 1 vehicle-only enzyme; activation factor at 20 µM; 64,000 tested, under 10 active; AID 813;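 active = activation factor of at least 2 at 20 µM, relative to controls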
# Target sequence (P05186 whole entry, looked up): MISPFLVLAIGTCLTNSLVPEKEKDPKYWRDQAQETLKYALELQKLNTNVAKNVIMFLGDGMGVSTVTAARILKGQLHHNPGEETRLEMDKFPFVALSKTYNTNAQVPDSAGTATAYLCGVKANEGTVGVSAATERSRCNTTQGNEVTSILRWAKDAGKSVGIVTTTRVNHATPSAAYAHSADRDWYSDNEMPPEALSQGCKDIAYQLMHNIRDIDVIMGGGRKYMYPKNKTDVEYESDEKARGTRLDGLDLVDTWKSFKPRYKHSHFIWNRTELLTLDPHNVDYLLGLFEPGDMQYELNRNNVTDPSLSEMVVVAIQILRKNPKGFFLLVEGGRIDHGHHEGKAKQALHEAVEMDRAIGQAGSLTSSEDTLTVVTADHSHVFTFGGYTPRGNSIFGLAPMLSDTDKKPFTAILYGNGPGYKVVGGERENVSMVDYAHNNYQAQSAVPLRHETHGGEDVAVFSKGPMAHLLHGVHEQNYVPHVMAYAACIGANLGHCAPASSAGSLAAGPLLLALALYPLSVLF
# Starred values were filed as active, the others as inactive; / = no result given; [ ] = another dose, or the depositor's remark.
# Sample of the layout (two entries):
SMILES,HTR1A agonist,MMP13 inh,5-HT1A blocker,NADH coupling,SF1 activator,Abs 340nm,RORA act,Fluor 339 460,TNAP act DEA
CCOC(=O)c1c(NC(=O)CNCC(O)CO)sc(C)c1C (configuration not stated),-0.3,-3.0,3.0,5.0%,14.0,1.08,-10.3,1.38,1
Nc1ccc(-n2ccnc2)cc1,-4.3,0.7,-4.1,7.0%,6.0,0.99,-19.1,1.12,0.9

# The whole of this part, from the start:
SMILES,HTR1A agonist,MMP13 inh,5-HT1A blocker,NADH coupling,SF1 activator,Abs 340nm,RORA act,Fluor 339 460,TNAP act DEA
CCOC(=O)c1c(NC(=O)CNCC(O)CO)sc(C)c1C (configuration not stated),-0.3,-3.0,3.0,5.0%,14.0,1.08,-10.3,1.38,1
Nc1ccc(-n2ccnc2)cc1,-4.3,0.7,-4.1,7.0%,6.0,0.99,-19.1,1.12,0.9
Cc1ccc(C)c(OCCCC(=O)Nc2ccc(N3CCOCC3)cc2)c1,26.0*,-0.2,-4.8,7.0%,-2.6,1.03,-15.6,1.02,0.9
Cc1c(NC(=O)C(C)Sc2nc3ccccc3c(=O)n2CCO)c(=O)n(-c2ccccc2)n1C (configuration not stated),-3.5,2.6,-14.9,8.0%,11.5,1.02,-15.2,1.15,1
Cc1ccc(C(=O)CS(C)(=O)=O)cc1,-5.4,4.2,3.8,8.0%,-5.7,1.02,-10.7,1.35,0.9
O=c1cc(NCc2ccccc2)nc2n1CCCS2,1.7,1.3,/,3.0%,1.0,1,-4.0,1.01,0.9
O=C1NCCN1C(=O)N(c1ccccc1)c1ccccc1,-2.8,5.6,-4.4,8.0%,0.9,1.01,-13.0,1.1,1
Fc1ccccc1C(c1nnnn1Cc1ccc2c(c1)OCO2)N1CCN(Cc2ccccc2)CC1 (configuration not stated),0.1,0.5,8.7,3.0%,-21.2,1,-9.4,1.07,0.9
O=C(O)c1ccc2c(c1)N(Cc1ccccc1F)C(=O)c1ccccc1S2=O (configuration not stated),-1.5,2.4,-12.0,3.0%,-5.1,0.98,-16.7,1.05,0.9
Cc1cccc(OCc2nnc(SCC(=O)N3CCCC3)n2C)c1,-1.4,4.9,-0.5,5.0%,4.4,1.01,-2.2,1.08,0.9
O=C(Cc1ccccc1)N[C@H](c1ccccc1)P(=O)(O)CO,1.2,-9.1,-1.9,4.0%,-3.2,1.01,5.3,1.1,1
COc1ccc(-c2nn3c(-c4ccncc4)nnc3s2)cc1OC,1.5,4.5,5.8,3.0%,5.2,1.01,7.3,1.15,1
CC1CCCCN1C(=O)CSc1nnc(-c2cccnc2)n1C1CCCCC1 (configuration not stated),-0.3,6.8,4.9,5.0%,10.6,1.02,-0.1,1.24,0.9
Cc1cc(C)n(C2=NS(=O)(=O)c3ccccc32)n1,-2.1,-1.1,-0.4,4.0%,0.2,0.99,-12.9,1.07,0.8
COc1ccc(CCNC(=O)CN(C2CCCCC2)S(C)(=O)=O)cc1OC,1.0,3.8,-1.7,1.0%,-1.0,1.08,8.7,1.11,1
CN(C)CCN1C(=O)c2oc3ccc(Cl)cc3c(=O)c2C1c1cccc(Br)c1 (configuration not stated),1.0,-11.4,-11.2,5.0%,6.4,1,-0.2,1.07,0.9
C=CCN1C(=O)C(O)(CC(=O)c2c(C)n[nH]c2C)c2cc(Br)ccc21 (configuration not stated),-3.1,3.1,-6.4,2.0%,7.0,1.06,-37.1,1.08,0.9
OCCN(Cc1ccccc1)Cc1ccccc1Cl,-1.9,9.7,-11.6,12.0%,2.3,1.04,18.8,1.08,0.9
O=C(Nc1cccnc1)c1ccc(Oc2ccccc2)cc1,-0.7,6.1,0.8,2.0%,10.2,1.05,-8.3,1.06,0.8
CC(=O)OCC(OC(C)=O)C(OC(C)=O)C(OC(C)=O)C(=O)Nc1ccc(C)cc1 (configuration not stated),-0.8,-7.9,-4.2,4.0%,4.0,1.01,-2.5,1.04,0.9
COc1ccc(CCNC(=O)c2c(-c3ccccc3)noc2C)cc1OC,-3.4,-4.3,0.4,9.0%,-4.5,1.02,6.4,1.04,0.9
Cc1noc(C)c1COC(=O)CN(C)S(=O)(=O)c1ccc(Cl)cc1,-0.8,0.8,-6.0,1.0%,-18.8,1.02,3.9,1.11,0.9
CCOC(=O)c1c(C)[nH]c(C)c1-c1ccccc1OC,0.2,3.8,-0.6,3.0%,-8.8,1.02,15.9,1.08,1
COc1cc(OC)cc(C(=O)NC2CC3CCC(C2)N3Cc2ccco2)c1 (configuration not stated),-0.3,-7.7,-4.3,9.0%,-0.8,0.97,-3.8,1.04,0.9
CCOC(=O)N1CCN(c2c(NCCc3ccc(OC)c(OC)c3)c(=O)c2=O)CC1,-2.2,-2.2,-6.8,3.0%,4.6,1.03,-14.7,1.1,0.9

# Six compounds already listed, ordered by molar mass, low to high.
SMILES,HTR1A agonist,MMP13 inh,5-HT1A blocker,NADH coupling,SF1 activator,Abs 340nm,RORA act,Fluor 339 460,TNAP act DEA
CCOC(=O)c1c(C)[nH]c(C)c1-c1ccccc1OC,0.2,3.8,-0.6,3.0%,-8.8,1.02,15.9,1.08,1
O=C1NCCN1C(=O)N(c1ccccc1)c1ccccc1,-2.8,5.6,-4.4,8.0%,0.9,1.01,-13.0,1.1,1
COc1ccc(-c2nn3c(-c4ccncc4)nnc3s2)cc1OC,1.5,4.5,5.8,3.0%,5.2,1.01,7.3,1.15,1
COc1ccc(CCNC(=O)c2c(-c3ccccc3)noc2C)cc1OC,-3.4,-4.3,0.4,9.0%,-4.5,1.02,6.4,1.04,0.9
Cc1ccc(C)c(OCCCC(=O)Nc2ccc(N3CCOCC3)cc2)c1,26.0*,-0.2,-4.8,7.0%,-2.6,1.03,-15.6,1.02,0.9
O=C(O)c1ccc2c(c1)N(Cc1ccccc1F)C(=O)c1ccccc1S2=O (configuration not stated),-1.5,2.4,-12.0,3.0%,-5.1,0.98,-16.7,1.05,0.9

# Next results follow:
SMILES,HTR1A agonist,MMP13 inh,5-HT1A blocker,NADH coupling,SF1 activator,Abs 340nm,RORA act,Fluor 339 460,TNAP act DEA
O=C(Nc1ccc(C(F)(F)F)cc1Cl)c1ccc(Cn2cc(Br)cn2)o1,1.6,0.8,-4.2,4.0%,0.9,1.03,-14.9,1.09,0.9
CC(C)CC(=O)NC1(C(F)(F)F)C(=O)Nc2c1c(=O)[nH]c(=O)n2Cc1ccco1 (configuration not stated),-6.9,-1.6,-8.5,7.0%,7.4,1.03,24.7,1.13,0.9
Cn1nnc(NC(=O)CSc2ccc(Cl)cc2)n1,-0.6,-5.0,-4.4,4.0%,11.3,1.02,9.6,1.12,1
O=C1c2ccccc2C(=O)N1CCC(=O)N1CCCc2ccccc21,0.3,7.4,-2.4,7.0%,5.8,1.03,43.1,1.12,0.9
O=C(O)c1cc2c(ccc3ccccc32)[nH]1,-1.7,-12.9,1.0,5.0%,2.9,1.05,-6.8,1.34,1
Cc1sc(NC(=O)c2ccccc2)c(C(=O)N2CCN(C)CC2)c1C,1.8,-2.8,-14.4,10.0%,1.4,1.02,-5.6,1.09,0.9
COc1ccc(-n2nnnc2SCC(=O)NCc2ccco2)cc1OC,-1.7,1.6,-12.4,8.0%,-19.1,1.01,1.5,1.04,1
CCOC(=O)c1cnc2nc(COc3ccccc3)[nH]n2c1=O,0.8,-12.5,-5.5,6.0%,-15.9,1.01,1.8,1.08,0.9
CCOC(=O)c1c(-c2ccccc2)csc1NC(=O)CSc1nnnn1C,1.7,-0.3,-18.3,9.0%,-6.4,1,-13.3,1.01,0.9
CCN(CC)C(=O)c1sc2nc(-c3ccccn3)[nH]c(=O)c2c1C,0.8,-2.4,5.9,16.0%,21.1,1.13,-9.3,3.35*,/
Cc1ccc(C(=O)CSc2nnc(-c3ccco3)n2Cc2ccccc2)cc1,-0.9,-4.5,21.0,1.0%,22.9,1.02,9.2,1.03,0.9
CCOc1ccccc1C1C(C(N)=O)=C(C)Nc2nc(CCCO)nn21 (configuration not stated),0.0,-7.9,-13.4,3.0%,12.3,1.03,-2.7,1.08,0.9
COC(=O)c1[nH]c2ccccc2c1NC(=O)CCN1CCN(C2CCCCC2)CC1,-0.3,-6.1,7.4,4.0%,11.8,1.07,13.8,1.42,0.8
Cc1cc(-c2nc3ccccc3o2)c2ccccc2n1,-1.2,-41.9,23.4,8.0%,-1.8,1.05,-12.3,1.86,0.9
COc1ccc2[nH]c3c(=O)n(CCCCC(=O)NCCN4CCCC4)c(=S)[nH]c3c2c1,0.2,-20.9,-4.4,8.0%,-7.5,1.05,-15.6,1.51,0.9
CC1CN(C(=O)c2scc3c2OCCO3)CC(C)O1 (configuration not stated),-0.7,4.7,5.5,2.0%,-12.4,0.99,0.3,1.07,0.9
CCOC(=O)N1CCN(CC(O)c2ccc3c(c2)CCN3)CC1 (configuration not stated),-2.7,-1.7,-6.6,6.0%,2.3,1.03,8.1,1.04,1
O=C(CN1C(=O)c2cccc3cccc1c23)NCC1CCCO1 (configuration not stated),-1.8,-2.0,-2.0,8.0%,4.3,1.01,-13.7,1.57,0.8
C/C=C(\C)CN1CCN(c2cc(C)ccc2C)CC1,-2.3,-1.3,11.4,12.0%,10.0,1.08,4.8,1.07,1.1
O=C(NCC(=O)N(CCc1ccccc1)C(C(=O)NC1CCCCC1)c1ccncc1)c1ccco1 (configuration not stated),2.4,-2.2,4.0,10.0%,-6.0,0.98,0.2,1.08,0.9
O=C(CCCOc1ccccc1)Nc1cccc(C(=O)O)c1,-6.3,-2.7,-7.9,8.0%,-3.1,1.03,-2.6,1.17,1
CCOc1ccccc1CN(Cc1ccco1)S(=O)(=O)c1ccc(-n2cnnn2)c(OC)c1,-2.9,1.3,53.5*,3.0%,-6.0,1,21.9,1.04,0.9
O=C(NCc1ccco1)c1cnn2c(C(F)(F)F)cc(-c3cccs3)nc12,3.0,-41.9[fluorescence artefact?],28.4,8.0%,-7.3,1.08,-2.4,2.32*,0.8
COC(=O)c1ccccc1NC(=O)c1nc2nc(C)cc(C)n2n1,-0.3,3.1,-20.9,4.0%,4.2,1.06,-5.5,1.11,0.9
O=C1CC(c2ccccc2)C(=O)N1c1cccc(O)c1 (configuration not stated),-1.6,-0.2,-3.1,4.0%,14.7,1.02,27.2,1.12,1
SMILES,HTR1A agonist,MMP13 inh,5-HT1A blocker,NADH coupling,SF1 activator,Abs 340nm,RORA act,Fluor 339 460,TNAP act DEA
N#Cc1ccccc1Sc1ccccc1C(=O)OCC(=O)N1CCN(C(=O)c2ccco2)CC1,2.8,1.8,-14.0,3.0%,10.8,1.03,19.3,1.03,0.9
O=C(c1ccccc1S(=O)(=O)NCc1ccccc1)N1CCCCC1,2.9,2.4,2.5,2.0%,-36.6,1.07,15.0,1.11,1
COc1ccc(-n2nnnc2SCC(=O)N2CCCC2)cc1OC,-3.0,2.5,7.0,7.0%,-21.5,1.05,-13.8,1.09,1
CC(=O)Nc1ccc(-c2cn3ccsc3n2)cc1,0.1,-0.4,-12.3,6.0%,33.4,1.02,40.5,1.11,0.9
CCOc1ccccc1CN1CCN(S(=O)(=O)CC)CC1,0.9,2.6,-5.9,23.0%,1.6,1.03,-0.7,1,1
O=C(OCC(=O)N1CCN(C(=O)c2ccco2)CC1)c1ccccc1C(=O)c1ccc(Cl)cc1,-0.5,1.5,-13.8,3.0%,-20.7,1,10.4,0.99,0.9
O=C(C1CCC(C(=O)N2CCCC2)CC1)N1CCCC1 (configuration not stated),-1.7,5.0,7.3,2.0%,-2.5,1.03,-9.7,1.02,0.9
